# AGP1-GFP MLPCN: modulators of AGP1-GFP expression in yeast TOR pathway, primary screen, cell-based, multiplex flow cytometry, S. cerevisiae, MLPCN library | 3 h; GFP as percent of DMSO wells | GFP response vs DMSO, % at 10 µM | actives 0.02% (n = 320,000);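 active = GFP response relative to DMSO above a set limit, near screen average plus 3 SD, cut at about 150% in these data; inconclusive = fewer than 70 cells counted for the yeast strain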;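 note: median GFP channel fluorescence of the gated AGP1 strain per well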
# GRK2 inh: compounds blocking aptamer binding on GRK2 – biochemical, human GRK2, bead flow cytometry, HTS, primary screen | inhibition of aptamer binding, % at 10 µM | FAM-aptamer displacement from GRK2 | AID 488847, 2010 | actives 0.59% (n = 330,000) | Beta-adrenergic receptor kinase 1 (Homo sapiens), P25098;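 active = inhibition of aptamer binding above 40%, roughly 3 SD of noise, on plates passing a quality check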;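 note: median bead fluorescence of bound FAM aptamer so fluorescent compounds give negative values; no value below 0 was filed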
# Yeast superoxide: reduction of superoxide in aged yeast, primary screen, HTS | S. cerevisiae aged cells, superoxide DHE fluorescence; stronger effect = lower value | superoxide response (% of plate mean), % at 10 µM | actives 0.18% (n = 330,000);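 active = superoxide response under a set limit, about three screen SD below normal, cut at about 65% in these data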;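 note: yeast aged for seven days with compound at 30 °C before DHE staining; 100% = average MFI of all compound-treated wells on the plate with controls excluded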
# CIT2 TOR yeast: modulators of CIT2-GFP expression in yeast, primary screen, S. cerevisiae, GFP fusion, multiplex flow cytometry, MLPCN library | GFP response vs DMSO, % at 10 µM | S. cerevisiae CIT2-GFP strain, 3 h; 100 means same as DMSO wells | actives 0.065% (n = 320,000);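 active = GFP response relative to DMSO above a set limit, near the screen mean plus 3 SD, cut at about 150% in these data; inconclusive = Fewer than 70 cells measured for a yeast strain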;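 note: ratio of well median GFP fluorescence to mean of DMSO wells on the plate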
# VLA-4 inh: inhibition in human VLA-4 binding assay, primary screen, VLA-4 allosteric modulator project, MLPCN library, flow cytometry, VLA-4 expressing cells. ligand binding flow cytometry. inhibition, % (about 7 µM as worked out from the volumes in the protocol). actives 0.2% (n = 330,000). Integrin alpha-4 (Homo sapiens), P13612; in the data active = inhibition above about 50%
# Target sequence (P13612 whole entry, looked up): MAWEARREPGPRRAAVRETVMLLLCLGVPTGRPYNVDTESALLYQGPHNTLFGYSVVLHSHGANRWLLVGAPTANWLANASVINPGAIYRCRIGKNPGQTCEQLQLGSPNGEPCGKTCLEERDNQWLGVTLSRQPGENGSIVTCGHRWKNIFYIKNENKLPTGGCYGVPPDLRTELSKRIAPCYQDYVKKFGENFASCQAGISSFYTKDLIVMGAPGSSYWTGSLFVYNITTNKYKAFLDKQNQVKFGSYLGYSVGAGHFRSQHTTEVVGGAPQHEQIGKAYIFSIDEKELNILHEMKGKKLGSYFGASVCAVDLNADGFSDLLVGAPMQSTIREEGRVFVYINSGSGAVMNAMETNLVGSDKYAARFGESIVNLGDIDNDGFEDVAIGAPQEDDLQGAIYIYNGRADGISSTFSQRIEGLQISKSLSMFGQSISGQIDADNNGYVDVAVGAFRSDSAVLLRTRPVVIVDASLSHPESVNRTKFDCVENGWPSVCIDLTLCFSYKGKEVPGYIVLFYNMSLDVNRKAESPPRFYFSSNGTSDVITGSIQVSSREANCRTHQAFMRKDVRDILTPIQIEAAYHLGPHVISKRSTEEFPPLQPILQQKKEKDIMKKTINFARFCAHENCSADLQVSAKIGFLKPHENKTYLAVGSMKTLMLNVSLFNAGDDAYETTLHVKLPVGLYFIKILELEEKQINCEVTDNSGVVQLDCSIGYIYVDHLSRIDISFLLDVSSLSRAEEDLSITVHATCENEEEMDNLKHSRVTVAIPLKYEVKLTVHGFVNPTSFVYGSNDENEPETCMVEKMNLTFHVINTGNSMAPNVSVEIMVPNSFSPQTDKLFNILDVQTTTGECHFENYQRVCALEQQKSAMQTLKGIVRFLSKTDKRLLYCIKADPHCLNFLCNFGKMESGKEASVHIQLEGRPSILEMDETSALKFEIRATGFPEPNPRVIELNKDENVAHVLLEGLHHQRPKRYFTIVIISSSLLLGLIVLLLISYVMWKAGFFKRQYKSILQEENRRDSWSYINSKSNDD
# MEP2-GFP yeast: modulators of MEP2-GFP levels in yeast, primary screen, S. cerevisiae, multiplex flow cytometry, MLPCN library; S. cerevisiae MEP2-GFP strain, 3 h; 100% = DMSO control level; actives 0.51% (n = 330,000); GFP response vs DMSO, % at 10 µM;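 active = GFP response versus DMSO above a set limit, roughly screen mean plus 3 SD, cut at about 180% in these data; inconclusive = fewer than 70 cells counted for a yeast strain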;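 note: median GFP fluorescence of the barcode-gated MEP2-GFP cells per well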
# RPL19A TOR yeast: RPL19A-GFP expression modulators in yeast, primary screen, cell-based, S. cerevisiae, multiplex flow cytometry, MLPCN. S. cerevisiae RPL19A-GFP strain, 3 h; stronger effect = lower value. percent response vs DMSO, % at 10 µM. actives 0.3% (n = 330,000). AID 2025, 2009;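 active = percent response vs DMSO below 50%; inconclusive = fewer than 70 events counted for the yeast strain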;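 note: median channel GFP fluorescence of the barcoded RPL19A-GFP strain; ratio of sample median GFP to plate DMSO average so 100% = DMSO; lower means less RPL19A-GFP as with rapamycin TOR inhibition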
# LAP4 TOR yeast: modulators of LAP4-GFP expression in yeast, primary screen, S. cerevisiae, multiplex flow cytometry, MLPCN library; 3 h; median GFP as percent of DMSO wells; GFP response vs DMSO, % at 10 µM; actives 0.34% (n = 320,000);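 active = GFP response vs DMSO above a set limit, about the screen mean plus 3 SD, cut at about 150% in these data; inconclusive = under 70 cell events counted for the yeast strain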
# * = called active by the depositor; ? = inconclusive; [ ] = another dose, or the depositor's remark.
SMILES,AGP1-GFP MLPCN,GRK2 inh,Yeast superoxide,CIT2 TOR yeast,VLA-4 inh,MEP2-GFP yeast,RPL19A TOR yeast,LAP4 TOR yeast
O=C(CN1CCN(S(=O)(=O)c2ccc3ccccc3c2)CC1)Nc1ccc2c(c1)CCC2,?,0,98,?,15,250*[may fluoresce violet],30*[may fluoresce violet],89[may fluoresce violet]
CCOc1ccccc1/C=N/Nc1nc2c(N)ncnc2n1[C@H]1O[C@@H](CO)[C@H](O)[C@@H]1O,108,0,93,106,31,114,99,108
NS(=O)(=O)c1ccc(NC(=O)c2cc(-c3cccs3)nc3ccccc23)cc1,110,13,105,113,-14,114,111,109
Cc1csc(NC(=O)CS(=O)(=O)c2ccccc2)n1,103,1,93,96,15,101,104,109
Cc1ccc(-c2nnc(Oc3cccc(C)c3)c3ccccc23)cc1,98,0,93,94,10,102,102,94
OCCn1c(C(F)(F)F)nc2ccccc21,110,1,95,104,4,105,100,96
CCC(=O)n1nc(NCc2ccccc2OC)nc1NCc1ccccc1OC,112,1,89,110,1,110,106,120
Cc1ccc(NC(=O)COS(=O)c2ccc(C)cc2)cc1 (stereo not drawn),97,5,108,102,0,98,101,99
O=C(CSCCc1ccccn1)Nc1ccccn1,86,3,103,85,-13,97,91,96
Oc1ccccc1Cc1c(O)ccc2ccccc12,77,1,108,67,20,92,94,109
Cc1cccc(Oc2ccc(NC(=O)C3CC=CCC3C(=O)O)cc2)c1 (stereo not drawn),110,22,102,109,-2,100,99,106
CC(C)Nc1nc2n(c(=O)n1)CCN2C(C)C,98,4,88,92,13,105,97,100
O=C(NCc1ccco1)C1CCCCC1,102,1,101,104,10,107,106,88
CS(=O)c1ccccc1-c1nc(-c2ccc(Cl)cc2)no1 (stereo not drawn),101,0,113,107,11,104,98,104
COc1cccc(/C=N/n2c(C3CCCCC3)n[nH]c2=S)c1OC,89,1,94,90,4,105,100,93
O=C(CN1CCOCC1)NNc1c2ccccc2nc2ccccc12,90,3,102,75,21,86,93,103
COC(=O)c1sc(NC(=O)C(C)C)c(C(=O)OC)c1C,95,0,100,102,-3,101,100,99
Cc1ccccc1NC(=O)Cn1nc(-c2ccc(Cl)s2)ccc1=O,93,0,86,95,10,99,99,90
CCCOP(=O)(c1ccc(N(C)C)cc1)C(Nc1ccccc1)c1ccc(C)cc1 (stereo not drawn),98,0,84,94,8,107,104,100
C=CCNc1nc(N)c([N+](=O)[O-])c(NCCO)n1,103,1,96,102,-3,103,100,110
Cc1ccc(NC(=O)/C(=C/c2cccc([N+](=O)[O-])c2)NC(=O)C2CCCCC2)cc1,99,0,111,96,16,104,97,95
O=C(NN(CC(O)COc1ccccc1)CC(O)COc1ccccc1)c1ccccc1 (stereo not drawn),104,0,95,102,22,100,98,103
S=C(c1ccc(N2CCCC2)cc1)N1CCCCC1,94,0,97,89,6,102,96,109
COc1ccc(S(=O)(=O)N2CCOC2CNC(=O)C(=O)NCCc2ccccc2)cc1C (stereo not drawn),98,0,83,95,15,112,95,112
Cc1ccc(S(=O)(=O)c2nc(S(=O)(=O)CCO)sc2N2CCOCC2)cc1,101,0,75,103,1,106,103,95
CC1CCN(S(=O)(=O)c2ccc(NC(=O)C3CCN(C(=O)c4ccco4)CC3)cc2)CC1,109,0,100,109,-13,110,108,117
NC(=S)Nc1ccc2c(c1)OCO2,93,0,115,100,7,93,101,99
COc1ccccc1NC(=S)NCc1ccccn1,106,0,106,107,18,108,112,100
N#CC1=C(N2CCOCC2)/C(=C\c2ccccc2)CC1,89,20,111,90,2,99,103,103
CCOC(=O)c1sc2ncn(C(CC)C(=O)OC)c(=O)c2c1C (stereo not drawn),101,0,98,93,11,95,99,101
CCOC(=O)c1cnn(-c2cc(C)nc3c(-c4ccccc4)cnn23)c1N,99,0,100,97,1,96,95,98
Cc1ccc(-n2c(C)cc(/C=N/NC(=O)c3ccncc3)c2C)cc1,110,2,86,99,2,102,101,104
N#C/C(=C\c1ccc(Sc2ccc(Cl)cc2)o1)c1nc2ccccc2[nH]1,92,0,96,80,-28,101,98,129
COc1ccc(S(=O)(=O)NC(N)=NCCc2ccccc2OC)cc1,99,12,91,111,-3,108,106,97
COc1ccc(OC)c(C2CC(=O)C3=C(C2)NC(=O)CC3c2ccc(O)c(OC)c2)c1 (stereo not drawn),97,2,104,94,10,96,95,93
C[C@H]1COC(=O)[C@@H](Cc2ccc(F)cc2)C/C=C\C[C@@H](CC(=O)N[C@@H](CO)Cc2ccccc2)C(=O)N1,90,0,80,94,2,95,91,86
Cc1ccc(NC(=O)C2C3CCC(O3)C2C(=O)O)cc1C (stereo not drawn),79,3,98,70,-5,91,101,107
COCc1cc(C)nc2sc3c(=O)oc(C)nc3c12,91,0,95,90,0,100,95,100
CCOc1ccc(NC(=O)CN(C)C(=O)c2nc3nc(C)cc(C)n3n2)cc1OCC,102,1,177,95,0,101,100,104
CCCC(=O)Nc1ccc2c(c1)nc(CN1CCN(C(=O)OCC)CC1)n2C,93,1,112,100,-2,105,100,94
CCN1CCN(C(=S)c2ccc([N+](=O)[O-])cc2)CC1,99,4,104,96,-4,108,115,107
CC1NC(=O)NC1CCCCCC(=O)Nc1ccc(F)c(Cl)c1 (stereo not drawn),95,0,104,100,2,96,91,93
O=C(NN1C(=O)c2ccccc2NC1c1ccco1)c1ccccc1 (stereo not drawn),99,5,94,92,5,95,96,100
Cc1nn(C)c(C)c1CNC(=O)Nc1cccc(Cl)c1,103,1,93,100,14,100,97,101
O=C(NNC1=C(C(=O)C(F)(F)F)CCC1)c1cccc(O)c1,88[may fluoresce red and violet],5,107,?,-2,?,?,?
O=C(COCc1cc(-c2ccc3c(c2)OCO3)on1)N1CCN(c2cccc(C(F)(F)F)c2)CC1,103,5,112,91,7,100,100,102
O=C(NCc1ccccn1)c1cccc(NS(=O)(=O)c2ccccc2F)c1,98,0,119,103,26,106,103,94
CC(C)(C)OC(=O)NCCc1nnc(SCC(=O)Nc2ccc(Br)cc2)o1,109,1,86,97,10,102,97,112
Cc1nc2c(-c3ccc(F)cc3)c(C)nn2c(N2CCOCC2)c1C,95,4,100,100,1,103,98,104
O=C(Nc1ccc(F)cc1F)N1CCCCC1c1cccnc1 (stereo not drawn),81[may fluoresce red],0,98,83[may fluoresce red],0,98[may fluoresce red],?,76[may fluoresce red]
CC(NS(=O)(=O)c1ccc2c(c1)C(=O)c1cc(S(=O)(=O)NC(C)C(=O)O)ccc1-2)C(=O)O (stereo not drawn),100,0,146,102,6,102,100,92
N#Cc1ccc(-c2c(-c3ccccc3)ncc3cc(F)ccc23)cc1,93,2,96,88,-9,87,93,98
Cc1nc(-c2ccccc2)sc1C1(C)CC(c2c(Cl)cccc2Cl)=NO1 (stereo not drawn),93,0,101,93,-3,94,91,102
CC1CN(S(=O)(=O)c2ccc(CN3C(=O)c4cccnc4C3=O)cc2)c2ccccc2O1 (stereo not drawn),99,3,106,100,-1,109,98,95
CSc1ccc(/C=C/C(=O)c2ccc(NC(=O)C(C)C)cc2)cc1,86,0,99,97,6,93,90,95
CCn1c(SCC(=O)OC(C)C)nnc1-c1cccc(Cl)c1,100,0,118,101,0,100,100,94
O=C(OC1CCOC1=O)c1cc(-c2ccccc2)nc2ccccc12 (stereo not drawn),97,4,96,95,22,101,99,112
Cc1ccccc1Nc1nc(N)nc(CN2CCN(C(=O)c3ccccc3)CC2)n1,94,0,100,100,13,99,94,95
CN(C)CCOc1cccc(Cl)c1,93,2,113,102,-9,109,100,98
COc1ccccc1N1C(=O)N(C(C)=O)C2C1Nc1ccccc1N2C (stereo not drawn),93,0,83,93,-78,95,95,92

# Three compounds from above, ordered by molecular weight, descending:
SMILES,AGP1-GFP MLPCN,GRK2 inh,Yeast superoxide,CIT2 TOR yeast,VLA-4 inh,MEP2-GFP yeast,RPL19A TOR yeast,LAP4 TOR yeast
O=C(COCc1cc(-c2ccc3c(c2)OCO3)on1)N1CCN(c2cccc(C(F)(F)F)c2)CC1,103,5,112,91,7,100,100,102
Cc1nc2c(-c3ccc(F)cc3)c(C)nn2c(N2CCOCC2)c1C,95,4,100,100,1,103,98,104
O=C(OC1CCOC1=O)c1cc(-c2ccccc2)nc2ccccc12 (stereo not drawn),97,4,96,95,22,101,99,112

# Additional records follow.
SMILES,AGP1-GFP MLPCN,GRK2 inh,Yeast superoxide,CIT2 TOR yeast,VLA-4 inh,MEP2-GFP yeast,RPL19A TOR yeast,LAP4 TOR yeast
CCCCNC(=S)N1CCN(C)CC1,109,0,99,103,12,102,99,116
NS(=O)(=O)c1cccc(NC(=O)Nc2ccc(Cl)cc2)c1,101,0,96,94,0,99,101,93
Nc1c(C(=O)N2CCOCC2)sc2nc3c(cc12)CCC3,100,1,95,88,-15,100,95,105
CC(NC(=O)c1ccc([N+](=O)[O-])cc1Cl)C1CC2CCC1C2 (stereo not drawn),101,0,105,98,7,106,102,123
CCOC(=O)c1cnc(-n2nc(C)cc2C)nc1N1CCOCC1,99,0,93,104,0,101,100,103
CCCCc1ccc(CC2S/C(=C(\C#N)C(=O)N3CCOCC3)N(c3ccccc3)C2=O)cc1 (stereo not drawn),97,5,90,97,-26,100,99,94
CN(C)S(=O)(=O)c1ccc(C(=O)OCC(=O)NCc2ccccc2)cc1,100,6,112,100,1,106,98,106
Cc1cc(=O)oc2cc(OCC3CC(c4ccccc4)=NO3)ccc12 (stereo not drawn),97,0,112,99,9,100,99,108
Cc1nc2sc(C(c3cccs3)N3CCN(Cc4ccccc4)CC3)c(O)n2n1 (stereo not drawn),88,0,118,88,5,94,100,110
COc1ccc(Cl)cc1NC(=O)CS(=O)(=O)c1cccc2nsnc12,96,0,90,98,-3,101,95,93
Cc1ccc(C(=O)c2cc([N+](=O)[O-])ccc2N2CCN(C)CC2)cc1,107,0,98,114,-2,107,103,109
COc1ccc(N2CCN(C(=O)c3cc4c(s3)-c3ccccc3S(=O)(=O)C4)CC2)cc1,95,3,98,84,-5,95,92,101
Cc1ccc2nc(SCC(=O)NC3CCCC3)nc(=O)n2c1,105,0,90,106,-1,108,99,106
CC(C)(C)N(NC(=O)Nc1ccc(Cl)c(Cl)c1)C(=O)c1ccccc1,103,37,105,108,-16,100,101,102
O=C(CNC(=O)c1ccccc1F)OCC(=O)c1c[nH]c2ccccc12,84,0,103,80,2,99,102,86
Cc1c(Cl)cnc(NC(=O)COC(=O)[C@@H](NC(=O)c2ccco2)C(C)C)c1Cl,100,5,83,111,-8,104,97,94
O=c1c(Br)c(N2CCCC2)cnn1-c1ccccc1,108,2,107,97,9,103,103,101
COc1cc(CNn2nnnc2N)ccc1OCc1c(Cl)cccc1Cl,104,1,85,110,29,123,103,103
CC(C)C(=O)c1cn(CC(=O)O)c2ccccc12,103,2,101,106,12,102,102,101
O=C(Nc1nccs1)C1CC(=O)N(c2ccccc2Cl)C1 (stereo not drawn),100,3,88,97,15,102,98,102
COc1ccc(OCCNS(=O)(=O)c2ccccc2)cc1,111,9,109,108,4,99,106,105
Cc1c(OCC(=O)NCc2ccncc2)ccc2c3c(c(=O)oc12)CCC3,89,0,113,85,9,100,93,83

# High-throughput results deposited in PubChem BioAssay by NMMLSC.

# Compounds were not picked by outcome (roughly 1.7% active in at least one column).
